Mtb RmlCD inh = blocks M. tuberculosis RmlC and RmlD coupled enzymes; P9WH09+P9WH11; RmlC+RmlD coupled enzyme assay, percent inhibition; primary screen in compound mixtures; inhibition, % at 3.6 µM; hit rate 0.03% among 160,000; AID 1533; in the data active = inhibition mostly above about 34%, no sharp cut-off; also: some results filed as inactive read as strong as hits
Target sequence (P9WH09 whole entry, looked up): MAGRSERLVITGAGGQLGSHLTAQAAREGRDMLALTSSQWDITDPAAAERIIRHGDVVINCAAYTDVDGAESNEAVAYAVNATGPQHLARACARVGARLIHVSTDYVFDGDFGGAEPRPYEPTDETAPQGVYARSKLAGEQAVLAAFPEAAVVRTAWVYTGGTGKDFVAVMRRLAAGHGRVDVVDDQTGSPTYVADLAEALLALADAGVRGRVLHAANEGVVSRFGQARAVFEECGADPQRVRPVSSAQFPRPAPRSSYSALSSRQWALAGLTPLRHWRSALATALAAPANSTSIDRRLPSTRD
Target sequence (P9WH11 whole entry, looked up): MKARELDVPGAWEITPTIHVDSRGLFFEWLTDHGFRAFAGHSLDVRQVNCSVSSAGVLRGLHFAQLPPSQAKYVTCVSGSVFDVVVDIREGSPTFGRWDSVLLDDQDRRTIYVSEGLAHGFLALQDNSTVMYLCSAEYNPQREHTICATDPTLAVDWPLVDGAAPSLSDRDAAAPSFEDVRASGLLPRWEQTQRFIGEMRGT
GlmU inhibition = inhibition of mycobacterial GlmU enzyme – biochemical, glucosamine-1-phosphate acetyltransferase (AID 1376); M. tuberculosis GlmU acetyltransferase enzyme assay; higher % means a stronger effect; inhibition, %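 (tested at 30 µM in the primary screen)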, or IC50 in µM where a hit was titrated; hit rate 0.25% among 220,000; in the data active = inhibition above about 13%;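 also: 0% = complete reaction with vehicle and 100% = reaction without substrate; strong numbers were not always called active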
An asterisk follows results filed as active; . = no result given. Some of the compounds tested. The share of hits here may be higher or lower than overall.

SMILES | Mtb RmlCD inh | GlmU inhibition
CCCCCCCC(O)CC(CC1CCCCC1)C(=O)NN (stereo unspecified) | 8 | -4.0%
O=C(NCc1ccco1)C1CCN(Cc2ccc(F)cc2)CC1 | . | -1.0%
Cc1ccnc2c(N3C(=O)C4C5c6ccccc6C(c6ccccc65)C4C3=O)cccc12 (stereo unspecified) | -7 | 4.8%
CCOC(=O)c1ccc(NC(=O)NC2CCN(CC(=O)NCc3ccc4c(c3)OCO4)CC2)cc1 | -3 | -2.9%
CCOc1ccc(S(=O)(=O)n2ccnc2)c2ccccc12 | -12 | -2.6%
COc1ccc(CSc2nncn2N)cc1[N+](=O)[O-] | . | -0.5%
CN1c2ccsc2C(=O)/C(=C\Nc2cccc(C(F)(F)F)c2)S1(=O)=O | 9 | 1.2%
CCOC(=O)c1cnc(-n2nc(C)cc2C)nc1Nc1ccc(N(C)C)cc1 | -3 | 0.2%
CCN(CC)S(=O)(=O)c1csc(C(=O)NC2CCCCC2)c1 | 27 | -4.3%
CC(O)c1nc2ccccc2n1C1CCCCC1 (stereo unspecified) | -2 | 3.1%
CC1=CC(=O)N(c2cccc(C(F)(F)F)c2)C1c1ccc(Cl)cc1 (stereo unspecified) | . | -0.2%
NS(=O)(=O)c1ccc(NC(=O)COC(=O)C2CCCCC2)cc1 | -3 | -0.4%
CC(C)C(=O)Nc1cccc(NC(=O)CCN2C(=O)c3ccccc3S2(=O)=O)c1 | 3 | -0.9%
Cc1c(CN(C)C(=O)c2ccc(Br)o2)cnn1C | . | -5.7%
COC(=O)c1ccc(C(=O)OC)c(NC(=O)CSCC(=O)O)c1 | . | -7.6%
CCOC(=O)N1CCN(c2cccc(C)c2C)CC1 | . | 3.1%
Cc1ccc(NC(=O)C2CC(=O)n3c(nc4ccccc43)N2)cc1Cl (stereo unspecified) | 4 | 0.6%
C[C@@H](NC(=O)c1coc(=O)c(Br)c1)c1ccccc1 | . | 1.6%
CCCCN(C(=O)/C=C/c1ccc(OCC(C)C)c(OCC)c1)c1c(N)n(CCC)c(=O)[nH]c1=O | . | 3.0%
Cc1ccc(C)c(-c2csc(NC(=O)c3cnccn3)n2)c1 | -12 | -3.2%
COc1ccc(C2/C=C\CN(C(=O)Oc3ccccc3)CC(=O)N2Cc2ccc(F)cc2)cc1 (stereo unspecified) | . | 6.3%
CCc1ccc(OCCCN=C(C)c2c(O)n(C)c(=O)n(C)c2=O)cc1 | -2 | 2.8%
O=C(Nc1ccc2c(c1)OCO2)N1CCN(c2cccc(C(F)(F)F)c2)CC1 | 9 | 0.1%
O=C(NNC1OC(CO)C(O)C(O)C1O)c1cccc(Br)c1 (stereo unspecified) | 1 | -0.6%
CSc1nc2cc(C)nn2c(-c2ccccc2)c1C#N | -7 | -2.5%
Cc1ccc(NC(=O)c2ccccc2OCc2ccc([N+](=O)[O-])cc2)nc1 | . | -2.4%
COc1ccc(C(=O)C2=NN(C(C)=O)CC2c2ccco2)cc1 (stereo unspecified) | -8 | .
CC1CCc2c(C(=O)Nc3ccc(OC(F)(F)F)cc3)csc2C1 (stereo unspecified) | 6 | -3.3%
NC(=O)/C(=N\OC(=O)c1ccco1)c1nc(-c2ccc(Br)cc2)cs1 | 7 | 0.3%
COC(=O)C1=C(C)N(Cc2cccnc2)C(=O)/C1=C\c1cccs1 | 8 | 4.0%
CCCOc1ccc(N2C(=O)CC(N3CCC(c4nc5ccccc5o4)CC3)C2=O)cc1 (stereo unspecified) | -11 | 5.2%
CCOc1cccc(C2NCc3ccccc3-n3cccc32)c1O (stereo unspecified) | 12 | -1.6%
CCC(=O)N(C1=C(NC)C(=O)c2ccccc2C1=O)C(C)C | -3 | -1.3%
CC(=O)N1CCc2ccc(S(=O)(=O)Nc3ccccc3Cl)cc21 | -11 | 1.4%
Cc1ccc(C(=O)OCC(=O)Nc2ncc(Cl)cc2Cl)cc1NC(=O)c1ccco1 | 7 | 1.9%
COc1ccc(/C=C(/C#N)c2cccnc2)cc1OC | . | 1.2%
O=c1[nH][nH]c(-c2ccccc2O)c1C(C[N+](=O)[O-])c1ccc(Br)cc1 (stereo unspecified) | 6 | 2.3%
O=[N+]([O-])c1ccc(N/N=C/c2cn(Cc3ccc(F)cc3)c3ccccc23)nc1 | 2 | -3.3%
Cc1csc(NC(C)c2nc3cc(Cl)c(N4CCCCC4)cc3n2CCOCCO)n1 (stereo unspecified) | . | -5.6%
Cc1ccc(/C=N\NC(=O)c2cc([N+](=O)[O-])cc([N+](=O)[O-])c2)o1 | 38 | -5.9%
COc1ccc(CC(=O)Nc2c3c(nn2-c2cccc(C)c2C)CS(=O)(=O)C3)cc1 | 11 | 0.5%
O=C1CC[C@@H](C(=O)N2CSC[C@H]2C(=O)O)N1 | 7 | 10%
COc1ccccc1N1CCN(C(=O)c2cccc3c(=O)c(C)c(-c4ccccc4)oc23)CC1 | 9 | -4.6%
CCN(CC)c1ccc2c(Cl)c(Br)c(=O)oc2c1 | . | -2.6%
COc1cc(C)nc(NS(=O)(=O)c2ccccc2)n1 | -6 | -3.8%
COCCCNC(=O)C1CCCN(C(=O)Nc2ccc(OC)cc2)C1 (stereo unspecified) | . | -2.1%
CCc1cccc2c(C(=O)C(F)(F)F)cn(CC(=O)NCC3CCCO3)c12 (stereo unspecified) | 8 | 0.4%
C=CCSc1nnc(Cc2c(C)[nH]c3ccccc23)o1 | 11 | 2.8%
CN(C)CC#Cc1cncc(C(=O)NNC(=O)Nc2ccc(Cl)cc2)c1 | 36 | 1.8%
Cc1csc(=Nc2ccc(S(=O)(=O)N3CCOCC3)cc2)n1Cc1ccco1 | . | 1.0%
O=C(c1cccc(OC(F)F)c1)N1CCN(c2ncccn2)CC1 | . | -2.0%
Cc1cc(NC(=O)CSc2nnnn2-c2ccc(C)c(C)c2)no1 | 10 | -1.1%
CC(=O)c1cc(C#N)c(SCC(=O)OC(C)(C)C)nc1C | 18 | 1.1%
OC1CCN(c2c3c(nc4cc(-c5cccc(F)c5)nn24)CCCC3)CC1 | -4 | -1.7%
CC(=O)OC1N=C(c2ccccc2Cl)c2cc(Br)ccc2NC1=O (stereo unspecified) | -10 | -1.7%
Cc1nn(-c2ccccc2)c2c1C(=O)NC(=O)C(C)(C)C2 | 8 | -3.4%
O/N=C/c1cc(Br)cs1 | -3 | -3.4%
COc1ccc(CC(=O)Nc2cccc(-c3nnc(-c4ccco4)o3)c2)cc1 | 12 | .
COC(=O)c1ccccc1NC(=O)NC1CCCC1 | 22 | 0.8%
COc1ccc(OCC(=O)c2c[nH]c3ccccc23)cc1 | 3 | -3.8%

More structures follow:
SMILES | Mtb RmlCD inh | GlmU inhibition
CCn1c(SCC(=O)OC)nnc1-c1ccncc1 | 3 | -8.6%
FC(F)(F)c1cc(-c2ccccc2)nc(NCC2CCCO2)n1 (stereo unspecified) | . | -3.9%
COC(=O)C1CCN(C(c2cc(OC)c(OC)c(OC)c2)c2sc3nc(C)nn3c2O)CC1 (stereo unspecified) | . | -7.0%
Cc1cc(NC(=O)COC(=O)c2ccc(S(=O)(=O)N3CCCC3)cc2)no1 | -7 | 2.7%
CCCS(=O)(=O)N1CCCC(C(=O)NCCCN2CCN(c3ccccc3F)CC2)C1 (stereo unspecified) | . | 1.4%
CC(=O)N1N=C(c2cccc([N+](=O)[O-])c2)OC1c1ccc(Cl)cc1Cl (stereo unspecified) | -3 | -0.1%
O=c1nc2n(Cc3ccccc3)c3ccccc3cc-2c(=O)[nH]1 | -7 | -3.6%
Cc1c(NC(=O)c2ccc3c(c2)OCO3)cccc1-c1nc2ncccc2o1 | 8 | -2.5%
Cc1cccc(NC(=O)C2COc3ccccc3O2)n1 (stereo unspecified) | 7 | -2.1%
CCOC(=O)c1ccc(NC(=O)c2cc(S(=O)(=O)N3CCOCC3)ccc2O)cc1 | 0 | -1.6%
C=CCn1c(C)cc(C(=O)CSc2nc3ccccc3c(=O)[nH]2)c1C | -6 | -0.7%
CCOC(=O)c1cc(C(C)=O)n2ccccc12 | . | 1.8%
CC(Sc1nncn1C)C(=O)Nc1ccccc1-c1ccccc1 (stereo unspecified) | 12 | -0.3%
CCOC(=O)c1c(NC(=O)C(Sc2ccccc2)c2ccccc2)sc(C(N)=O)c1C (stereo unspecified) | 6 | -1.6%
O=[N+]([O-])c1ccc(/C=N/NC(=S)Nc2ccccc2F)o1 | -7 | -1.0%
CC1CCC(NC(=O)CN(C)S(=O)(=O)c2cnc[nH]2)CC1 (stereo unspecified) | 7 | 1.7%
NC(=O)CSc1nnc(CSc2ncccn2)n1-c1ccccc1 | 11 | -3.4%
O=C(c1ccc(F)cc1)C1CCN(C(=S)Nc2ccccc2Cl)CC1 | -13 | 3.0%
COCCN1C(=O)C(O)=C(C(C)=O)C1c1ccc(OC)c(OC)c1 (stereo unspecified) | . | -2.7%
CON(c1nc(N(C)C)nc(N(C)C)n1)S(=O)(=O)c1ccccc1Cl | -3 | -4.6%
CC1Cc2ccccc2N1CC(=O)NC(=O)NCc1ccco1 (stereo unspecified) | 6 | -1.5%
CC(=O)c1ccc(Oc2cc(-c3ccccc3)nc(-c3ccccc3)n2)cc1 | . | 1.6%
Cc1ccc(C(=O)c2cc([N+](=O)[O-])ccc2N2CCN(C)CC2)cc1 | . | -6.2%
N#C/C(=C\C=C\c1ccccc1)C(=O)NCc1ccco1 | -8 | 0.8%
Cc1nc2ccccc2c(=O)n1-c1ccccc1C(F)(F)F | 10 | -3.6%
O=C(NCc1ccco1)C(c1ccccc1F)N(CC1CCCO1)C(=O)Cn1nnc2ccccc21 (stereo unspecified) | 6 | -2.2%
C=CCOc1ccccc1CNCCc1ccc(S(N)(=O)=O)cc1 | 7 | -2.0%
O=C(N/N=C/c1ccc(OC(=O)c2ccc3c(c2)OCO3)cc1)c1cncc(Br)c1 | 9 | -1.6%
COC(=O)c1cc(C(=O)OC)cc(N2C(=O)CC(N3CCN(c4ccccc4)CC3)C2=O)c1 (stereo unspecified) | . | -6.2%
Cc1nn(-c2ccc(F)cc2)c2sc(C(=O)OC3CCOC3=O)cc12 (stereo unspecified) | 7 | 6.3%
COCCN(C)Cc1cn(-c2ccc(F)cc2F)nc1-c1ccccc1C | . | 2.4%
O=C1c2ccccc2OCOc2ccccc21 | . | 7.9%
CCCCOc1ccc(CSc2nc(C)[nH]c2[N+](=O)[O-])cc1[N+](=O)[O-] | 6 | -4.2%
O=C(Oc1c(CN2CCOCC2)cc(Cl)c2cccnc12)c1cccs1 | 6 | -2.3%
Cc1cc(C)n(-c2nc(NCCCN(C)C)c3c4c(sc3n2)COC(C)(C)C4)n1 | 45 | 0.6%
Cc1cccc(NC(=O)c2ccc(OC3CSC3)cc2)c1 | -11 | 1.6%
O=C(COc1ccc2ccccc2c1)Nc1ccc(S(=O)(=O)N2CCCCCC2)cc1 | . | 2.0%
COc1cc2c(cc1NC(=O)c1ccco1)CCCC2 | 13 | 4.2%
COc1ccccc1-n1c(=O)[nH]c2c(C(N)=O)nc(CC(C)C)nc21 | 7 | 0.2%
O=c1[nH]c(=S)n(CCC2=CCCCC2)c(O)c1/C=N/N1CCOCC1 | -2 | 2.1%
O=C(NC1CCS(=O)(=O)C1)c1ccccc1C(=O)c1ccccc1 (stereo unspecified) | -9 | 0.5%
NC(=O)COC(=O)c1cccc(S(=O)(=O)N2CCN(c3ccc(F)cc3)CC2)c1 | -12 | -1.8%
Cc1ccccc1S(=O)(=O)NCc1cccnc1 | -6 | 7.3%
O=C(O[C@H]1[C@H](Oc2ccccc2COC(=O)C2(O)C=CCCC2=O)O[C@H](CO)[C@@H](O)[C@@H]1O)c1ccccc1 (stereo partly specified) | . | 5.7%
O=S(=O)(c1ccc(C2=CSC3=NCCN23)cc1)N1CCOCC1 | . | 5.9%
COCCN(C(=O)c1ccc2ccccc2c1)c1c(N)n(Cc2ccccc2)c(=O)[nH]c1=O | -11 | -3.7%
CCOC(=O)c1ccc(Cl)c(NC(=O)c2cccnc2)c1 | 9 | -1.3%
CC(C)NC(=O)COc1ccc(Cl)cc1Cl | 14 | -3.1%
